High-throughput results: PubChem, several laboratories
NadD block: NadD (S. aureus) enzyme inhibition; inhibition, % at 20 µM; purified NadD enzyme, colorimetric absorbance read-out; 360,000 compounds, 0.78% hits; in the data active = inhibition above about 26%; also: some compounds past the cut are filed as inactive
CSN deneddyl inh: inhibitors of human CSN-mediated cullin deneddylation | Q92905 | inhibition, % at 12.5 µM | 360,000 compounds, 0.38% hits | Purified CSN, SCF-Nedd8-OG deneddylation, fluorescence polarization;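 active = pattern-corrected inhibition above about 35%, with an unprinted fluorescence ratio check between 0.5 and 1.5, limit read from the data, passing the limit was not always enough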;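 also: 0% = enzyme with substrate and 100% = substrate without enzyme; some results filed as inactive read as strong as hits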
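Assay system: purified human Csn5 enzyme expressed in HEK293T cells; measure: % inhibition; also added: SCFSkp2-Nedd8OG substrate at 10 nM final; technique: fluorescence polarization; times: reaction 90 min, room temperature; medium: Tris buffer pH 7.5, NaCl, DTT, Tween-20, trehalose, ovalbumin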
Tb MetRS inh: blocks T. brucei methionyl-tRNA synthetase activity. purified T. brucei MetRS, ATP depletion, Kinase-Glo luminescence. inhibition, % at 11.9 µM. 360,000 compounds, 0.4% hits. AID 624268;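 active = inhibition above a per-plate cutoff of the control wells' mean inhibition plus 3 SD, cut at about 5.5% in these data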;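 also: 0% = DMSO wells median and 100% = median of wells with control inhibitor compound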
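Dosing: 11.9 µM single point; system: parasite MetRS enzyme; technique: luminescence of leftover ATP; times: 15 min enzyme-compound preincubation, 2 h reaction, 10 min detection, 25 °C; replicates: each compound tested once; read-out basis: percent inhibition relative to median high and low control wells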
LMPTP inh: blocks human LMPTP phosphatase; recombinant LMPTP-A, OMFP fluorogenic substrate, fluorescence intensity; inhibition, % at 20 µM; 360,000 compounds, 0.22% hits;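 active = compounds that cut the enzyme signal by at least half of the control window in the single-dose screen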;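 also: plate controls were DMSO wells with enzyme plus substrate for no effect and substrate without enzyme for full effect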
Target sequence (P24666 whole entry, looked up): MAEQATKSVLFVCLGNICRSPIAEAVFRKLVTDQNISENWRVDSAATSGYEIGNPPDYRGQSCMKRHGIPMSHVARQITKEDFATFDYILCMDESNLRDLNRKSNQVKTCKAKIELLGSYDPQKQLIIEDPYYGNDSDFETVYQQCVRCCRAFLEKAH
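Buffer or medium: Bis-Tris pH 6.0, DTT, detergent; Assay system: LMPTP-A enzyme; Quantity: 0.625 nM enzyme; Detection: endpoint fluorescence intensity; Times: 50 min dark incubation at room temperature; Controls: substrate-only low control, DMSO enzyme-plus-substrate high control; Doses: single 20 µM dose; Read-out: percent inhibition versus substrate-only and uninhibited controls; Reagent: 400 µM OMFP.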
DNMT1 inh: DNMT1 (human) enzyme inhibition; AID 588458; 360,000 compounds, 0.83% hits; P26358; inhibition (reported as % activation of signal), % at 10 µM; DNMT1 molecular beacon, Hinp1I cleavage, fluorescence; in the data active = inhibition above about 50%
Scp1 inh: inhibitors of human Scp-1 phosphatase. Q9GZU7. 340,000 compounds, 0.88% hits. inhibition, % at 20 µM. Recombinant Scp1, phosphopeptide, malachite green phosphate absorbance;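 active = inhibition above about 50% at 20 µM, limit read from the data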;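 also: plate controls were DMSO wells with enzyme for no effect and wells lacking enzyme for full effect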
Target sequence (Q9GZU7 76-261 limits assumed): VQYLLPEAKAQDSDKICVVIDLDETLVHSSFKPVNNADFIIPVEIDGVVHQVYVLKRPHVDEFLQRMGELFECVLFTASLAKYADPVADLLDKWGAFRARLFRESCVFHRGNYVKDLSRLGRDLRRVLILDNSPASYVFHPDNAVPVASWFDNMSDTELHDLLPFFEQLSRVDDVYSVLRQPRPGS
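Times: enzyme reaction 45 min at room temperature, colour 5 min, stabilisation 30 min. Material: SCP-1 catalytic fragment, aa 76-261. Medium: Acidic Tris acetate buffer with magnesium and detergent. Signal: colorimetric free-phosphate detection, absorbance 630 nm. Read-out basis: % inhibition of SCP-1 phosphate liberation. Reagent: Phosphorylated 17-residue peptide substrate.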
Rpn11 block: Rpn11 (human) deubiquitinase inhibition; AID 588493; calls only at 20 µM; 360,000 compounds, 0.59% hits; O00487; human 26S proteasome, Ub4-pepOG fluorescence polarization; 20S core pre-blocked with epoxomicin;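 active = inhibition at 20 µM, scaled to each plate's controls, above about 33%, limit read from the data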
STEP inh: inhibitors of human striatal-enriched phosphatase STEP; P54829; recombinant STEP, OMFP fluorogenic substrate, fluorescence; inhibition, % at 20 µM; 360,000 compounds, 0.25% hits; AID 588621;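 active = inhibition at 20 µM, scaled per plate between control wells, above about 37%, limit read from the data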;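 also: 0% = DMSO with enzyme and substrate and 100% = substrate only without enzyme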
Target sequence (P54829 whole entry, looked up): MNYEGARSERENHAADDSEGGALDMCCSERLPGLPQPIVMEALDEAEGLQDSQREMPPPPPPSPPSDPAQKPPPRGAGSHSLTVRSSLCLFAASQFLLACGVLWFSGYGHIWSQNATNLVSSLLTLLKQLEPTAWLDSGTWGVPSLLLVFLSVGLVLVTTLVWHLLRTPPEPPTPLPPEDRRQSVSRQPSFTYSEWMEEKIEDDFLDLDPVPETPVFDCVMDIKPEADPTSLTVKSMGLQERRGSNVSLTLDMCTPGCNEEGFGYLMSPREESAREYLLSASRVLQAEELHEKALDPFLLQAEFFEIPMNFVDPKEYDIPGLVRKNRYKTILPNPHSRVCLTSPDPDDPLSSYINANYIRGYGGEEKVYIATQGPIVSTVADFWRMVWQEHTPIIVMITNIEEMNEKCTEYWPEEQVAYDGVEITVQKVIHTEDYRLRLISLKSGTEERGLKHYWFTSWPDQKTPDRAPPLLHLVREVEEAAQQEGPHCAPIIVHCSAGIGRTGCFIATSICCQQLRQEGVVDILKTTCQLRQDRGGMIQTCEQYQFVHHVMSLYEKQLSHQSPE
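Material: STEP (striatal-enriched tyrosine phosphatase) enzyme, cell-free | Medium: 50 mM Bis-Tris pH 6.0 with 2.5 mM DTT and 0.005% Tween 20 | Read-out: Percent inhibition scaled to no-enzyme and uninhibited-enzyme controls, plate-pattern corrected | Signal: Fluorescence read at 480 nm ex / 540 nm em | Times: 20 min reaction, room temperature, in the dark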
SUMO1 PPI mod: modulators of human SUMO1-mediated protein-protein interactions; P63165; SUMO1 binding to a labelled peptide, TR-FRET, 1 h; inhibition, % at 20 µM; 360,000 compounds, 0.33% hits; in the data active = inhibition above about 37%
Target sequence (P63165 whole entry, looked up): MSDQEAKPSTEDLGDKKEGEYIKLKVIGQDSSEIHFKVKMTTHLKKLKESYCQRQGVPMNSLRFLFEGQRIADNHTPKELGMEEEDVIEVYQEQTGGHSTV
MsrA inhibitor: bovine MsrA inhibition; purified bovine MsrA, absorbance read-out; inhibition, % at 15.5 µM; AID 651718; 360,000 compounds, 0.75% hits; in the data active = inhibition above about 4.5%;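 also: 0% = vehicle wells with enzyme and 100% = reference inhibitor wells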
Starred values were filed as active, the others as inactive.

What do the screens show for `O=C1Nc2ccccc2SC1c1ccccc1` (configuration not stated)?
NadD block: -9; CSN deneddyl inh: -1; Tb MetRS inh: -0.8; LMPTP inh: -0.4; DNMT1 inh: -2; Scp1 inh: -17; Rpn11 block: inactive; STEP inh: 0; SUMO1 PPI mod: -2; MsrA inhibitor: 0.3

What do the screens show for `Cc1ccc2[nH]c(=O)c(CN(Cc3ccco3)C(=O)CN3CCCC(C)C3)cc2c1` (configuration not stated)?
NadD block: 2; CSN deneddyl inh: 2; Tb MetRS inh: 0.6; LMPTP inh: 0.2; DNMT1 inh: 1; Scp1 inh: -6; Rpn11 block: inactive; STEP inh: 1; SUMO1 PPI mod: 0; MsrA inhibitor: 1.6

How did O=C(O)c1ccc(-n2nc(C(F)(F)F)c3c2-c2ccoc2CC3)cc1 do in these assays?
NadD block: -10; CSN deneddyl inh: 8; Tb MetRS inh: -0.3; LMPTP inh: -0.6; DNMT1 inh: -1; Scp1 inh: 7; Rpn11 block: inactive; STEP inh: 1; SUMO1 PPI mod: 8; MsrA inhibitor: 0.6

How did Cc1cc2c(s1)c1cnn(Cc3ccccc3F)c(=O)c1n2C do in these assays?
NadD block: -2; CSN deneddyl inh: -1; Tb MetRS inh: -0.7; LMPTP inh: 0.4; DNMT1 inh: -7; Scp1 inh: -9; Rpn11 block: inactive; STEP inh: -4; SUMO1 PPI mod: 6; MsrA inhibitor: -0.5

How did NC(=O)c1ccc(Oc2cccc3cccnc23)c([N+](=O)[O-])c1 do in these assays?
NadD block: 14; CSN deneddyl inh: -2; Tb MetRS inh: 0.2; LMPTP inh: 7.7; DNMT1 inh: -14; Scp1 inh: -3; Rpn11 block: inactive; STEP inh: 2; SUMO1 PPI mod: -7; MsrA inhibitor: 0.2

Results for COc1ccc(NS(=O)(=O)c2ccc(N3C(=O)CCC3=O)cc2)cc1 ?
NadD block: -2; CSN deneddyl inh: 2; Tb MetRS inh: 0.1; LMPTP inh: -1.8; DNMT1 inh: 2; Scp1 inh: -9; Rpn11 block: inactive; STEP inh: -4; SUMO1 PPI mod: -1; MsrA inhibitor: 0.7

What do the screens show for `Cc1cc(NC(=O)CSc2nc(C(C)C)nc3ccccc23)no1`?
NadD block: 4; CSN deneddyl inh: 2; Tb MetRS inh: -0.1; LMPTP inh: 0.2; DNMT1 inh: 2; Scp1 inh: 2; Rpn11 block: inactive; STEP inh: 0; SUMO1 PPI mod: 0; MsrA inhibitor: 0.5

How did COc1ccc(CCCNC(=O)C2Cc3c(-c4ccc(NC(C)=O)cc4)ccnc3O2)cc1 (configuration not stated) do in these assays?
NadD block: 1; CSN deneddyl inh: 2; Tb MetRS inh: 0.4; LMPTP inh: 0.9; DNMT1 inh: -1; Rpn11 block: inactive; STEP inh: 1; SUMO1 PPI mod: -2; MsrA inhibitor: -0.4

How did Cc1ccc(C)c(NC(=O)C2CCCN2/C=C/C(=O)C(F)(F)F)c1 (configuration not stated) do in these assays?
NadD block: -4; CSN deneddyl inh: -15; Tb MetRS inh: -0.3; LMPTP inh: 1.5; DNMT1 inh: 0; Scp1 inh: -2; Rpn11 block: inactive; STEP inh: -2; SUMO1 PPI mod: -2; MsrA inhibitor: 3.9

How did O=C(Nc1ccccc1)C1CCCN(C(=O)c2ccc(F)cc2)C1 (configuration not stated) do in these assays?
NadD block: -3; CSN deneddyl inh: 0; Tb MetRS inh: 0.0; LMPTP inh: -0.3; DNMT1 inh: 3; Scp1 inh: -5; Rpn11 block: inactive; STEP inh: 1; SUMO1 PPI mod: 6; MsrA inhibitor: 0.3

How did C=CCNC(=S)N1CCC(Cc2ccccc2)CC1 do in these assays?
NadD block: -2; CSN deneddyl inh: -2; Tb MetRS inh: -0.2; LMPTP inh: 1.6; DNMT1 inh: 1; Scp1 inh: -5; Rpn11 block: inactive; STEP inh: 2; SUMO1 PPI mod: 36; MsrA inhibitor: -1.1

How did Cc1ccc(C)c(Oc2coc3cc(OC(=O)c4cccs4)ccc3c2=O)c1 do in these assays?
NadD block: 1; CSN deneddyl inh: 4; Tb MetRS inh: -1.2; LMPTP inh: 3.0; DNMT1 inh: 10; Scp1 inh: -15; Rpn11 block: inactive; STEP inh: 0; SUMO1 PPI mod: -2; MsrA inhibitor: -1.0

Results for COc1ccccc1NC(=O)Nc1nc(CC(=O)Nc2ccc(F)c(F)c2)cs1 ?
NadD block: 4; CSN deneddyl inh: 2; Tb MetRS inh: 0.0; LMPTP inh: 3.5; DNMT1 inh: -8; Scp1 inh: 0; Rpn11 block: inactive; STEP inh: -3; SUMO1 PPI mod: 4; MsrA inhibitor: 1.0

What do the screens show for `CCCOc1cccc(OCC(=O)Nc2nc3ccccc3[nH]2)c1`?
NadD block: 1; CSN deneddyl inh: 1; Tb MetRS inh: 29*; LMPTP inh: 0.4; DNMT1 inh: -2; Scp1 inh: -1; Rpn11 block: inactive; STEP inh: 3; SUMO1 PPI mod: 0; MsrA inhibitor: 0.4

How did CN(CC(=O)Nc1cccc(F)c1)C(=O)c1cn(-c2ccccc2)nc1-c1cccs1 do in these assays?
NadD block: -6; CSN deneddyl inh: -5; Tb MetRS inh: -0.5; LMPTP inh: 3.4; DNMT1 inh: -6; Scp1 inh: -9; Rpn11 block: inactive; STEP inh: -1; SUMO1 PPI mod: 1; MsrA inhibitor: 0.4

What do the screens show for `c1ccc(-n2cnnc2SCc2cn3ccccc3n2)cc1`?
NadD block: -3; CSN deneddyl inh: -4; Tb MetRS inh: 0.1; LMPTP inh: -1.4; DNMT1 inh: -1; Scp1 inh: -6; Rpn11 block: inactive; STEP inh: -2; SUMO1 PPI mod: 1; MsrA inhibitor: -2.6

What do the screens show for `O=C(NN1C(=O)c2ccccc2NC1c1ccoc1)c1ccccc1` (configuration not stated)?
NadD block: -5; CSN deneddyl inh: -6; Tb MetRS inh: -0.3; LMPTP inh: -1.1; DNMT1 inh: 2; Scp1 inh: -6; Rpn11 block: inactive; STEP inh: -3; SUMO1 PPI mod: 6; MsrA inhibitor: 1.6

Results for Cc1noc(C)c1CCC(=O)O ?
NadD block: 5; CSN deneddyl inh: -6; Tb MetRS inh: -0.9; LMPTP inh: 0.0; DNMT1 inh: 0; Scp1 inh: -2; Rpn11 block: inactive; STEP inh: -2; SUMO1 PPI mod: 0; MsrA inhibitor: 2.0

What do the screens show for `Cc1ccnc(SCc2ccc(C(=O)O)cc2)n1`?
NadD block: -4; CSN deneddyl inh: 2; Tb MetRS inh: -0.5; LMPTP inh: -1.6; DNMT1 inh: 2; Scp1 inh: -10; Rpn11 block: inactive; STEP inh: -2; SUMO1 PPI mod: -2; MsrA inhibitor: -0.5

What do the screens show for `COCCn1c(N)c(N(Cc2ccccc2)C(=O)c2cc(=O)[nH]c3ccccc23)c(=O)[nH]c1=O`?
NadD block: -6; CSN deneddyl inh: -8; Tb MetRS inh: -0.3; LMPTP inh: -0.7; DNMT1 inh: -1; Scp1 inh: -5; Rpn11 block: inactive; STEP inh: 3; SUMO1 PPI mod: 2; MsrA inhibitor: 0.8

What do the screens show for `CCN(CC)CCn1c(NC(=O)c2ccc(C)cc2)nc2ccccc21`?
NadD block: -2; CSN deneddyl inh: 1; Tb MetRS inh: -1.0; LMPTP inh: -0.5; DNMT1 inh: 2; Scp1 inh: -16; Rpn11 block: inactive; STEP inh: 1; SUMO1 PPI mod: 3; MsrA inhibitor: 1.0

Results for FC(F)Oc1ccc(NC(=S)NCc2ccccc2)cc1 ?
NadD block: -2; CSN deneddyl inh: -12; Tb MetRS inh: 0.1; LMPTP inh: -1.1; DNMT1 inh: 1; Scp1 inh: 0; Rpn11 block: inactive; STEP inh: -2; SUMO1 PPI mod: -11; MsrA inhibitor: -0.9

How did O=C(CSc1nnc(Cc2cc(=O)[nH]c(=O)[nH]2)n1-c1ccc(F)cc1)NC1CCCC1 do in these assays?
NadD block: 4; CSN deneddyl inh: -8; Tb MetRS inh: -1.8; LMPTP inh: 0.6; DNMT1 inh: -2; Scp1 inh: -8; Rpn11 block: inactive; STEP inh: 0; SUMO1 PPI mod: 0; MsrA inhibitor: 0.7

What do the screens show for `CC(=O)NC1=NN(C(C)=O)C2(S1)C(=O)N(C(C)=O)c1ccc(C)cc12` (configuration not stated)?
NadD block: -5; CSN deneddyl inh: -1; Tb MetRS inh: -0.2; LMPTP inh: -1.5; DNMT1 inh: -2; Scp1 inh: -3; Rpn11 block: inactive; STEP inh: 1; SUMO1 PPI mod: 3; MsrA inhibitor: 1.4

What do the screens show for `O=C(c1cc([N+](=O)[O-])ccc1Cl)N1CCN(c2ccc(F)cc2)CC1`?
NadD block: 0; CSN deneddyl inh: -3; Tb MetRS inh: -0.1; LMPTP inh: -1.0; DNMT1 inh: -3; Scp1 inh: -4; Rpn11 block: inactive; STEP inh: 3; SUMO1 PPI mod: -16; MsrA inhibitor: -0.8

What do the screens show for `O=C(NCC(c1cccs1)N1CCOCC1)c1ccc(Cl)c(S(=O)(=O)N2CCOCC2)c1` (configuration not stated)?
NadD block: -6; CSN deneddyl inh: 2; Tb MetRS inh: -0.9; LMPTP inh: -1.8; DNMT1 inh: 23; Scp1 inh: -4; Rpn11 block: inactive; STEP inh: 0; SUMO1 PPI mod: -5; MsrA inhibitor: -0.5

What do the screens show for `Cc1ccc(C(=O)Nc2nnc(SCC(=O)N3CCCc4ccccc43)s2)cc1`?
NadD block: -6; CSN deneddyl inh: 0; Tb MetRS inh: -0.5; LMPTP inh: 0.9; DNMT1 inh: 5; Scp1 inh: -4; Rpn11 block: inactive; STEP inh: -1; SUMO1 PPI mod: 7; MsrA inhibitor: 0.6

How did COc1ccc(/C=N/NC(=O)C(C)n2cnc3ccccc3c2=O)cc1OC (configuration not stated) do in these assays?
NadD block: -2; CSN deneddyl inh: -5; Tb MetRS inh: 0.8; LMPTP inh: -1.1; DNMT1 inh: 0; Scp1 inh: -10; Rpn11 block: inactive; STEP inh: 1; SUMO1 PPI mod: -13; MsrA inhibitor: 0.1

Not a hit list; overall some 3.9% were active at least once.
